Source: PubChem BioAssay
Rv3671c protease = inhibits the M. tuberculosis serine protease Rv3671c; AID 2606; inhibition, % at 5.96 µM; actives 0.048% (n = 320,000); P9WHR9; in the data active = inhibition above about 38%;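 note: extracellular domain of Rv3671c used as enzyme; 0% = enzyme with DMSO and 100% = no enzyme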
Target sequence (P9WHR9 whole entry, looked up, the tested form may be a part): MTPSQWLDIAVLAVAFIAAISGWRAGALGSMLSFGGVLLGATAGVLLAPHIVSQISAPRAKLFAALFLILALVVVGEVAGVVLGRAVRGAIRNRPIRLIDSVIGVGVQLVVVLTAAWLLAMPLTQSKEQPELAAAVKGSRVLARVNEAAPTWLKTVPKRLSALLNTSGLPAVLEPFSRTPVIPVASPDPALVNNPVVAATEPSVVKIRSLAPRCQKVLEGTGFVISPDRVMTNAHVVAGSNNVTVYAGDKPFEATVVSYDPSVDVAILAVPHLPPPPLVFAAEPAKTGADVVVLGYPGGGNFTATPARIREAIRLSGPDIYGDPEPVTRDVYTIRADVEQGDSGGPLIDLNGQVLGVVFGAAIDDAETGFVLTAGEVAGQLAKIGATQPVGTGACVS
CCHFV vOTU inh = CCHFV vOTU protease inhibition | AID 651958 | Pep-AMC fluorescence | inhibition, % at 11.5 µM | actives 0.55% (n = 370,000); in the data active = inhibition above about 30%; note: 0% = vehicle wells with enzyme and 100% = no enzyme wells
VHR inh abs = blocks human VHR1 dual specificity phosphatase; AID 1654; P51452; inhibition, % at 13.3 µM; actives 0.52% (n = 290,000); recombinant VHR phosphatase, pNPP absorbance; in the data active = inhibition above about 50%; note: some compounds called inactive have numbers as strong as hits
Target sequence (P51452 whole entry, looked up): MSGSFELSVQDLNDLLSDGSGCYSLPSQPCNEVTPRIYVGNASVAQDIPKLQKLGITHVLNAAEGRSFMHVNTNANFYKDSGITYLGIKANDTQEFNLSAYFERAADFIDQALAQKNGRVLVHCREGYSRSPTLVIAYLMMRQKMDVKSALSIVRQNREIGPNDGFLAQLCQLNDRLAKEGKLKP
MazF activator = MazEF (E. coli) toxin RNase activation | activation, % at 20 µM | FAM/BHQ RNA-DNA oligo cleavage fluorescence, 5 h | AID 504720 | P0AE70 | actives 0.32% (n = 350,000); in the data active = activation above about 50%
Target sequence (P0AE70 whole entry, looked up): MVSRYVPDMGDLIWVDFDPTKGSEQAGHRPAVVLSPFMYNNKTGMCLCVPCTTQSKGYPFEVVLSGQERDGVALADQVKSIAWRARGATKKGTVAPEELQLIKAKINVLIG
3CLpro inhibitor = SARS-CoV 3CLpro protease inhibition; inhibition, % at 6 µM; P0C6X7; recombinant SARS-CoV 3CLpro, quenched FRET peptide cleavage; actives 0.14% (n = 290,000); AID 1706; in the data active = inhibition above about 12%
PrPC surface inh = reduces human prion protein on the cell surface | P04156 | cell surface PrPC, TR-FRET read-out | inhibition, % at 13.8 µM | actives 0.43% (n = 370,000) | AID 720596; in the data active = inhibition above about 24%; note: 0% = median of the test wells and 100% = reference compound wells
Y pestis TopoI = Y. pestis Topo-I inhibition via cleavage products; Y. pestis Topo-I cleavage product accumulation, plate reader; activity, % at 10 µM; actives 0.064% (n = 360,000); AID 504884; in the data active = activity above about 50%, passing the limit was not always enough; note: inactives centre near 2
SSB-PriA inh = inhibitors of Klebsiella pneumoniae PriA binding to SSB C-terminal tail; AlphaScreen SSBct-PriA binding, biotinylated peptide; inhibition, % at 33 µM; actives 0.6% (n = 430,000); AID 1272365; in the data active = inhibition mostly above about 37%, no sharp cut-off; inactive = mostly below about 20%;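 note: plate controls were negative control peptide for no effect and reference peptide for full effect; strong numbers were not always called active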
Vc quorum ag = induces V. cholerae light production without autoinducers; V. cholerae BH1578 lux reporter, luminescence, 6 h; activation, % at 18.7 µM; actives 0.16% (n = 350,000); in the data active = activation mostly above about 9.7%, no sharp cut-off; note: not every result past the cut was called active; inactives centre near 0; reference of the scale not given here
TcdB GH inh = TcdB glycohydrolase inhibition. P18177. TcdB glycohydrolase enzymatic assay, plate reader. inhibition, % at 9.99 µM. actives 0.24% (n = 350,000); in the data active = inhibition above about 10%
An asterisk follows results filed as active. Some of the compounds tested. The share of hits here may be higher or lower than overall.

For CC(C)CCNC(=O)c1cn(CC(C)C)c(=O)c2c1c1ccccc1n2C the results were Rv3671c protease -8, CCHFV vOTU inh -6, VHR inh abs 15, MazF activator 1, 3CLpro inhibitor -4, PrPC surface inh 10, Y pestis TopoI -7, SSB-PriA inh 0, Vc quorum ag inactive and TcdB GH inh 2.2.
Screening NC(=O)CCn1c(C(=O)c2cc(Cl)c(N)c(Cl)c2)c2ccccc2[n+]1[O-] returned Rv3671c protease -7, CCHFV vOTU inh 0, VHR inh abs 6, MazF activator -2, 3CLpro inhibitor 30*, PrPC surface inh -8, Y pestis TopoI 0, SSB-PriA inh -5, Vc quorum ag inactive and TcdB GH inh -1.5.
O=C(O)c1ccc(/C=N/NC(=O)c2cc(-c3cccs3)nc3ccccc23)cc1 was read as Rv3671c protease 4, CCHFV vOTU inh -24, VHR inh abs 3, MazF activator 0, 3CLpro inhibitor 8, PrPC surface inh -5, Y pestis TopoI 0, Vc quorum ag -0.3 and TcdB GH inh 0.0.
Screening O=C(NCCN1CCOCC1)c1ccc(/C=C2\Sc3ccccc3N(Cc3ccc(F)cc3)C2=O)cc1 returned Rv3671c protease -28, CCHFV vOTU inh -7, VHR inh abs -18, MazF activator -6, 3CLpro inhibitor 5, PrPC surface inh -5, Y pestis TopoI 41, SSB-PriA inh 11, Vc quorum ag -0.3 and TcdB GH inh 0.5.
For COC(=O)/C=C1\S/C(=N/NC(=O)c2ccccc2)NC1=O the results were Rv3671c protease 1, CCHFV vOTU inh 17, VHR inh abs 10, MazF activator 3, 3CLpro inhibitor -2, PrPC surface inh -16, Y pestis TopoI -11 and Vc quorum ag -0.4.
`COc1ccc(OC)c(S(=O)(=O)N/N=C\c2cn(CC(N)=O)c3ccccc23)c1` gave Rv3671c protease -3, CCHFV vOTU inh -6, VHR inh abs 2, MazF activator 12, 3CLpro inhibitor 3, PrPC surface inh 3, Y pestis TopoI -2, Vc quorum ag -0.5 and TcdB GH inh 0.4.
For Cc1ccc(N=C(N)N=C(N)N)cc1 the results were Rv3671c protease 3, CCHFV vOTU inh 7, VHR inh abs -7, MazF activator 10, 3CLpro inhibitor 0, PrPC surface inh -5, Y pestis TopoI 6, SSB-PriA inh -20, Vc quorum ag -0.3 and TcdB GH inh 0.5.
Screening CCOC(=O)c1c(-c2ccc(C)o2)csc1NC(=S)NC(=O)N(C)C returned Rv3671c protease 0, CCHFV vOTU inh 15, VHR inh abs -4, MazF activator -6, 3CLpro inhibitor -4, PrPC surface inh -3, Y pestis TopoI 33, SSB-PriA inh -3 and Vc quorum ag -0.3.
For CC1(C(=O)NS(=O)(=O)c2ccc(F)cc2F)CCN1C(=O)CCc1ccc(Cl)cc1Cl (configuration not stated) the results were CCHFV vOTU inh 3, PrPC surface inh -6, Y pestis TopoI 0, Vc quorum ag -0.4 and TcdB GH inh -1.9.
COc1ccc(-c2c[n+]3c(n2-c2ccccc2)SCC3)cc1 was read as Rv3671c protease -6, CCHFV vOTU inh -3, VHR inh abs 31, MazF activator 12, 3CLpro inhibitor 0, PrPC surface inh 1, Y pestis TopoI -1, SSB-PriA inh -8, Vc quorum ag -0.2 and TcdB GH inh -0.2.
`N#CCCn1cc(C(=O)O)c(-c2cccs2)n1` gave Rv3671c protease 1, CCHFV vOTU inh 0, VHR inh abs 30, MazF activator 2, 3CLpro inhibitor 1, PrPC surface inh -3, Y pestis TopoI 11, SSB-PriA inh 0, Vc quorum ag -0.3 and TcdB GH inh 0.1.
`COc1ccc(C(CNC(=O)c2ccccc2C)N2CCCC2)cc1` (configuration not stated) gave Rv3671c protease -5, CCHFV vOTU inh -2, VHR inh abs 24, MazF activator 0, 3CLpro inhibitor -2, PrPC surface inh -5, Y pestis TopoI 8, SSB-PriA inh 5 and Vc quorum ag -0.3.
For Oc1c(Br)cc(/C=N/NC(=S)NCC2CCCO2)cc1Br (configuration not stated) the results were Rv3671c protease 1, CCHFV vOTU inh -2, VHR inh abs 22, MazF activator -2, 3CLpro inhibitor 7, PrPC surface inh 2, Y pestis TopoI 1, Vc quorum ag -0.5 and TcdB GH inh -9.8.
Screening O=C(Nc1cnccn1)c1ccc(Cl)cc1 returned Rv3671c protease -3, CCHFV vOTU inh -2, VHR inh abs 10, MazF activator -2, 3CLpro inhibitor 2, PrPC surface inh 5, Y pestis TopoI 2, SSB-PriA inh -5, Vc quorum ag -10 and TcdB GH inh 0.3.
`CCC(CC)c1nc2cc(OC)c(OC)cc2c(=O)o1` gave Rv3671c protease -5, CCHFV vOTU inh 9, VHR inh abs 18, MazF activator 3, 3CLpro inhibitor -1, PrPC surface inh 7, Y pestis TopoI 0, SSB-PriA inh -11 and Vc quorum ag 3.6.
For CN1C[C@@H]2[C@@H]3C(=O)N(Cc4ccccc4)C(=O)[C@@H]3[C@](Cc3ccccc3)(C1=O)N2C(=O)c1ccc(Cl)c(Cl)c1 the results were CCHFV vOTU inh -4, MazF activator -12, PrPC surface inh 0, Y pestis TopoI 1, SSB-PriA inh -4, Vc quorum ag inactive and TcdB GH inh 0.7.
Screening CC(C)CCc1noc(CN2CCC(CCN3CCCC3=O)CC2)n1 returned Rv3671c protease -3, CCHFV vOTU inh 0, VHR inh abs 31, MazF activator -1, 3CLpro inhibitor 0, PrPC surface inh -1, Y pestis TopoI -7, SSB-PriA inh -1 and Vc quorum ag 4.0.
Screening NNC(=O)c1cn2ccccc2n1 returned Rv3671c protease -3, CCHFV vOTU inh 3, VHR inh abs 13, MazF activator 1, 3CLpro inhibitor 0, PrPC surface inh 0, Y pestis TopoI 5, SSB-PriA inh -2 and Vc quorum ag 3.8.
`Cc1nc(NC(=O)c2ccc(Br)o2)sc1C` gave Rv3671c protease 0, CCHFV vOTU inh 14, VHR inh abs 28, MazF activator -7, 3CLpro inhibitor 0, PrPC surface inh 1, Y pestis TopoI 3, SSB-PriA inh -9, Vc quorum ag -0.4 and TcdB GH inh 0.6.
Screening COc1ccc(NC(=O)COC(=O)CN2C(=O)NC(C)(C)C2=O)cc1 returned Rv3671c protease -8, CCHFV vOTU inh 21, MazF activator -4, PrPC surface inh 0, Y pestis TopoI -4, SSB-PriA inh -8, Vc quorum ag -0.2 and TcdB GH inh 0.6.
Cc1c(C(c2ccccc2)c2c(C)n(C)n(-c3ccccc3)c2=O)c(=O)n(-c2ccccc2)n1C was read as Rv3671c protease -3, CCHFV vOTU inh -13, VHR inh abs -11, MazF activator 4, 3CLpro inhibitor 0, PrPC surface inh -2, Y pestis TopoI 1, SSB-PriA inh 1, Vc quorum ag -0.1 and TcdB GH inh 1.0.
For O=C(/C=C/c1ccc(OC(F)F)cc1)OCC(=O)N1CCC(c2ccccc2)=N1 the results were Rv3671c protease 5, CCHFV vOTU inh -7, MazF activator 1, PrPC surface inh 1, Y pestis TopoI 5, SSB-PriA inh 0, Vc quorum ag -3.1 and TcdB GH inh 0.0.
`CCCS(=O)(=O)N1CCC(C(=O)N2CCOCC2)CC1` gave Rv3671c protease 2, CCHFV vOTU inh 0, VHR inh abs 15, MazF activator -10, 3CLpro inhibitor 3, PrPC surface inh 3, Y pestis TopoI 9, SSB-PriA inh -7 and Vc quorum ag -0.2.
Screening O=c1cc(NCC2CCCO2)[nH]c(=O)n1-c1ccc(Cl)cc1 (configuration not stated) returned Rv3671c protease 5, CCHFV vOTU inh -27, VHR inh abs -3, MazF activator 1, 3CLpro inhibitor -1, PrPC surface inh 4, Y pestis TopoI 5, SSB-PriA inh -9, Vc quorum ag inactive and TcdB GH inh 0.1.

Compounds shown so far containing a COOH group:
O=C(O)c1ccc(/C=N/NC(=O)c2cc(-c3cccs3)nc3ccccc23)cc1 was read as Rv3671c protease 4, CCHFV vOTU inh -24, VHR inh abs 3, MazF activator 0, 3CLpro inhibitor 8, PrPC surface inh -5, Y pestis TopoI 0, Vc quorum ag -0.3 and TcdB GH inh 0.0.
`N#CCCn1cc(C(=O)O)c(-c2cccs2)n1` gave Rv3671c protease 1, CCHFV vOTU inh 0, VHR inh abs 30, MazF activator 2, 3CLpro inhibitor 1, PrPC surface inh -3, Y pestis TopoI 11, SSB-PriA inh 0, Vc quorum ag -0.3 and TcdB GH inh 0.1.

The list goes on.
For NS(=O)(=O)c1ccc(CCNCC(=O)NCc2ccccc2Cl)cc1 the results were Rv3671c protease -8, CCHFV vOTU inh -5, VHR inh abs 6, MazF activator -3, 3CLpro inhibitor -4, PrPC surface inh -4, Y pestis TopoI -5, SSB-PriA inh -5, Vc quorum ag -1.1 and TcdB GH inh 0.1.
`CC(C)NC(=O)c1noc2cc([N+](=O)[O-])ccc12` gave Rv3671c protease -1, CCHFV vOTU inh 0, VHR inh abs 27, MazF activator 0, 3CLpro inhibitor 0, PrPC surface inh -52, Y pestis TopoI -2, SSB-PriA inh 4 and Vc quorum ag 0.1.
For COc1ccc(N(CC(=O)N2CCOCC2)S(C)(=O)=O)cc1OC the results were Rv3671c protease 7, CCHFV vOTU inh -14, VHR inh abs 25, MazF activator 8, 3CLpro inhibitor 4, PrPC surface inh 1, Y pestis TopoI -4, SSB-PriA inh -10, Vc quorum ag -1.0 and TcdB GH inh 0.7.
`COc1ccc(OCCn2cncn2)cc1` gave Rv3671c protease -1, CCHFV vOTU inh -5, VHR inh abs 19, MazF activator 5, 3CLpro inhibitor -1, PrPC surface inh 3, Y pestis TopoI 1, SSB-PriA inh -16 and Vc quorum ag -0.8.
`N#Cc1ccc(NC(=O)COC(=O)c2ccc(F)c(S(=O)(=O)N3CCOCC3)c2)cc1` gave Rv3671c protease 0, CCHFV vOTU inh 11, MazF activator 0, PrPC surface inh -2, Y pestis TopoI -7, SSB-PriA inh -4, Vc quorum ag inactive and TcdB GH inh -1.1.
Cc1ccc2nc(-c3ccc(NC(=O)CN(c4ccccc4C)S(C)(=O)=O)cc3)sc2c1 was read as Rv3671c protease -1, CCHFV vOTU inh -27, VHR inh abs -4, MazF activator -1, 3CLpro inhibitor 0, PrPC surface inh 1, Y pestis TopoI 11, SSB-PriA inh -22 and Vc quorum ag -0.9.
`Nc1nnnn1/N=C\c1ccc(Cl)c([N+](=O)[O-])c1` gave Rv3671c protease 3, CCHFV vOTU inh -4, VHR inh abs 27, MazF activator 4, 3CLpro inhibitor 0, PrPC surface inh -40, Y pestis TopoI 18 and Vc quorum ag -0.6.
`O=C(NN=C1CCCC1)c1ccc(Br)cc1` gave Rv3671c protease -4, CCHFV vOTU inh 13, VHR inh abs 17, MazF activator 3, 3CLpro inhibitor -4, PrPC surface inh 0, Y pestis TopoI -5, SSB-PriA inh -4, Vc quorum ag -0.4 and TcdB GH inh -1.5.
Cc1oc2ccc(O)c(CN3CCOCC3)c2c1C(=O)c1ccc(Cl)cc1 was read as Rv3671c protease 7, CCHFV vOTU inh -4, VHR inh abs 10, MazF activator 8, 3CLpro inhibitor -3, PrPC surface inh -3, Y pestis TopoI 19, SSB-PriA inh 29 and Vc quorum ag inactive.
Screening O=C(NCc1cnc2ccccn12)C1CCC(=O)N(Cc2ccccc2F)C1 (configuration not stated) returned CCHFV vOTU inh 12, VHR inh abs 23, MazF activator 5, 3CLpro inhibitor -4, PrPC surface inh -2, Y pestis TopoI 9, SSB-PriA inh -10, Vc quorum ag -3.4 and TcdB GH inh -1.0.
Screening CC(=O)Nc1ccc(NC(=O)CSc2nnc3ccc(-c4ccccn4)nn23)cc1 returned Rv3671c protease -4, CCHFV vOTU inh 19, MazF activator 2, PrPC surface inh 4, Y pestis TopoI 4, SSB-PriA inh -1, Vc quorum ag -1.4 and TcdB GH inh -5.6.
Screening CC(=O)Nc1ccc(/C=C/C(=O)c2ccc3c(c2)OCCO3)cc1 returned Rv3671c protease -16, CCHFV vOTU inh 6, VHR inh abs 15, MazF activator 1, 3CLpro inhibitor 1, PrPC surface inh -6, Y pestis TopoI 10, SSB-PriA inh -21, Vc quorum ag -0.1 and TcdB GH inh 0.8.
For CC(C)(O)C#Cc1ccc(CN2CCN(C3CCCC3)C(CCO)C2)cc1 (configuration not stated) the results were Rv3671c protease 10, CCHFV vOTU inh 5, VHR inh abs 6, MazF activator -8, 3CLpro inhibitor 4, PrPC surface inh -7, Y pestis TopoI 1, SSB-PriA inh -2, Vc quorum ag -0.7 and TcdB GH inh 0.4.
